Source: PubChem (The Scripps Research Institute Molecular Screening Center)
MITF inh = blocks human microphthalmia-associated transcription factor; O75030; AlphaScreen MITF homodimerization, bead proximity signal; inhibition, % at 2.6 µM; hit rate 0.91% among 650,000; AID 1259374; in the data active means inhibition above about 50%;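 further: 0% = vehicle wells with protein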
FBW7 act = activators of human E3 ligase FBW7 | AID 1259310 | hit rate 0.13% among 650,000 | normalized activity (activation), % at 26.1 µM | AlphaScreen FBW7–phospho-cyclin E peptide binding, activator screen | Q969H0; in the data active means normalized activity above about 1.9%;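 further: purified mutant Fbw7 with reduced substrate affinity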
GPR151 activ = activates the human receptor GPR151 | hit rate 1% among 650,000 | Q8TDV0 | activation, % at 11.2 µM | PathHunter beta-arrestin GPR151 cells, luminescence; in the data active means activation above about 4.9%;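 further: 0% = median of compound wells and 100% = cells with positive control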
Target sequence (Q8TDV0 whole entry, looked up): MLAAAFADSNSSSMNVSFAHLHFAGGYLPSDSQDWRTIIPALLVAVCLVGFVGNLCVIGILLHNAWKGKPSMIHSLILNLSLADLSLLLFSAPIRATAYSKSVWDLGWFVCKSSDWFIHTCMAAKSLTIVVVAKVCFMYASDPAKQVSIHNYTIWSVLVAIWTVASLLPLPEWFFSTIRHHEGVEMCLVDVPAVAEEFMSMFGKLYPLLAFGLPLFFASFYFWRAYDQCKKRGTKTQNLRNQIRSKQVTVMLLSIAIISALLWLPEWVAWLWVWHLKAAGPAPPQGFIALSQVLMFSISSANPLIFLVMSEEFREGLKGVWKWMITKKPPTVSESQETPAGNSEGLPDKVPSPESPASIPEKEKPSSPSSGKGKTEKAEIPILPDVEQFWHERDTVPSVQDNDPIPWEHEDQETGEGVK
TEAD-YAP inh = TEAD-YAP interaction inhibition. HEK-TIYL cells, TEAD-Gal4/YAP UAS-luciferase luminescence. inhibition, % at 9.12 µM. hit rate 1.4% among 640,000. AID 1259422; in the data active means inhibition above about 32%;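 further: 0% = median of test compound wells and 100% = reference inhibitor wells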
The depositor's hits bear a star. Outcome played no part in choosing rows; overall some 3.5% were active at least once.

Screens by letter: A = MITF inh; B = FBW7 act; C = GPR151 activ; D = TEAD-YAP inh
> Cc1ccc(C23CCC(=O)N2C(C(=O)O)CS3)c(C)c1 (stereo not given)
  A: 4	B: 0.3	C: 1.7	D: 7
> CC(=O)N(CN1C(=O)C2C3C=CC(C3)C2C1=O)c1ccccc1C (stereo not given)
  A: 1	B: 0.9	C: -0.8	D: 4
> Cc1ccc(/C=N/NC(=O)c2cccs2)cc1[N+](=O)[O-]
  A: -1	B: -0.1	C: -0.7	D: -74
> CCC(=O)Nc1ccc(NC(=O)CSc2nc(C)nc3sc(C)c(C)c23)cc1
  A: 0	B: 0.0	C: -0.5	D: -9
> CCN(CC)C(=O)C(=O)c1cccn1-c1cccc(OC)c1C#N
  A: 4	B: -0.1	C: 1.4	D: 3
> COc1ccc(Cn2ccnc2SCC(=O)Nc2ccc(NC(C)=O)cc2)cc1
  A: 11	B: 0.5	C: -0.3	D: 13
> Nc1cc(Cl)ccc1C(=O)OCC(=O)N1CCCCC1
  A: -12	B: 0.0	C: 1.0	D: -51
> COc1cccc(NC(=O)N2CCC(n3nnc4ccccc43)CC2)c1
  A: 4	B: -0.1	C: -0.5	D: 6
> Cc1cc(C)c(N(C(=O)CCl)C(=O)C2CCCN2C(=O)CCl)c(C)c1 (stereo not given)
  A: 4	B: 0.4	C: 0.6	D: 32*
> Cn1ncc2c(N3CCC(O)CC3)ncnc21
  A: 9	B: 0.1	C: 1.0	D: -12
> CC(C)OC(=O)c1c(-c2ccccc2Cl)csc1N
  A: 15	B: -0.1	C: -1.5	D: 5
> Cc1ccc(CC(=O)NCCCc2ccccc2)cc1
  A: -13	B: -0.1	C: 0.5	D: 4
> COc1ccc(C(=O)CSc2ncnc3nc[nH]c23)cc1
  A: 15	B: 0.3	C: 0.9	D: -2
> CCOc1ccc(N2CC(C(=O)N3CCC4(CC3)NC(=O)c3ccccc3N4)CC2=O)cc1 (stereo not given)
  A: 2	B: 0.1	C: 5.1*	D: -4
> COC(=O)c1ccc(C2NN(Cc3ccccc3)C3C(=O)NC(=O)C23)cc1 (stereo not given)
  A: 7	B: 0.0	C: -1.2	D: -9

Reformatted as a markdown table: 14 of the compounds above.
| mol | MITF inh | FBW7 act | GPR151 activ | TEAD-YAP inh |
| --- | --- | --- | --- | --- |
| Cc1ccc(C23CCC(=O)N2C(C(=O)O)CS3)c(C)c1 (stereo not given) | 4 | 0.3 | 1.7 | 7 |
| CC(=O)N(CN1C(=O)C2C3C=CC(C3)C2C1=O)c1ccccc1C (stereo not given) | 1 | 0.9 | -0.8 | 4 |
| Cc1ccc(/C=N/NC(=O)c2cccs2)cc1[N+](=O)[O-] | -1 | -0.1 | -0.7 | -74 |
| CCC(=O)Nc1ccc(NC(=O)CSc2nc(C)nc3sc(C)c(C)c23)cc1 | 0 | 0.0 | -0.5 | -9 |
| CCN(CC)C(=O)C(=O)c1cccn1-c1cccc(OC)c1C#N | 4 | -0.1 | 1.4 | 3 |
| COc1ccc(Cn2ccnc2SCC(=O)Nc2ccc(NC(C)=O)cc2)cc1 | 11 | 0.5 | -0.3 | 13 |
| Nc1cc(Cl)ccc1C(=O)OCC(=O)N1CCCCC1 | -12 | 0.0 | 1.0 | -51 |
| COc1cccc(NC(=O)N2CCC(n3nnc4ccccc43)CC2)c1 | 4 | -0.1 | -0.5 | 6 |
| Cc1cc(C)c(N(C(=O)CCl)C(=O)C2CCCN2C(=O)CCl)c(C)c1 (stereo not given) | 4 | 0.4 | 0.6 | 32* |
| Cn1ncc2c(N3CCC(O)CC3)ncnc21 | 9 | 0.1 | 1.0 | -12 |
| CC(C)OC(=O)c1c(-c2ccccc2Cl)csc1N | 15 | -0.1 | -1.5 | 5 |
| Cc1ccc(CC(=O)NCCCc2ccccc2)cc1 | -13 | -0.1 | 0.5 | 4 |
| COc1ccc(C(=O)CSc2ncnc3nc[nH]c23)cc1 | 15 | 0.3 | 0.9 | -2 |
| CCOc1ccc(N2CC(C(=O)N3CCC4(CC3)NC(=O)c3ccccc3N4)CC2=O)cc1 (stereo not given) | 2 | 0.1 | 5.1* | -4 |

The listing continues:
Screens by letter: A = MITF inh; B = FBW7 act; C = GPR151 activ; D = TEAD-YAP inh
> Cc1noc(C)c1CSc1nnc2n(-c3ccccc3)c(=O)c3ccccc3n12
  A: -22	B: 0.1	C: 2.8	D: -5
> COc1cccc2cc(C(=O)Nc3cccc4ccccc34)c(=O)oc12
  A: -9	B: -0.1	C: -0.6	D: -2
> CC(C)CCNC(=O)C1CCN(c2nc3ccccc3s2)CC1
  A: 3	B: -0.1	C: 0.7	D: 5
> O=C1N(C2Cc3ccccc3C2)C[C@@H]2C[C@@H](c3nc4c(s3)CCCC4)N3CCC[C@@]123
  A: 3	B: 0.0	C: -1.8	D: -1
> Cc1cc(C)cc(N(CC(=O)NC2CCCC2)S(=O)(=O)c2c(C)n[nH]c2C)c1
  A: -26	B: 0.3	C: 0.4	D: -1
> CCN(CCNC(=O)C(C)N1C(=O)CC(C)(C)Sc2ccccc21)c1ccccc1 (stereo not given)
  A: 6	B: -0.2	C: 0.1	D: 9
> CC(=O)Cn1c(=O)c2c(nc3n(-c4ccc(C)cc4)c(C)cn23)n(C)c1=O
  A: -1	B: -0.1	C: -1.5	D: -5
> Cc1ccc(N2CCN(c3c(-c4ccc5c(c4)OCC(=O)N5)c(=O)c3=O)CC2)c(C)c1
  A: 3	B: -0.1	C: -1.3	D: 6
> O=C1NC(=S)N/C1=C/c1cc([N+](=O)[O-])cc(Br)c1O
  A: 15	B: -0.1	C: 0.1	D: -7
> CCOC(=O)N1CCc2c(sc(NCc3ccc(OC)c(OC)c3)c2C(=O)Nc2ccccc2OCC)C1
  A: 18	B: -0.3	C: 0.3	D: 1
> CC1CC(C)CN(C(=O)c2ccc(N3CC4CC(C3)c3cccc(=O)n3C4)c(NC(=O)c3ccc(Br)o3)c2)C1 (stereo not given)
  A: 16	B: 0.1	C: -1.1	D: 3
> CCOC(=O)c1[nH]c(C)c(S(=O)(=O)NCc2nn(-c3ccccc3)nc2C)c1C
  A: -10	B: 0.1	C: 1.1	D: 8
> O=[N+]([O-])c1ccc(NCCNS(=O)(=O)c2ccc3ccccc3c2)c(Cl)c1
  A: 22	B: -0.1	C: 0.4	D: -1
> CCN(CC)CCNC(=O)c1c(O)c2ccccc2n(CC)c1=O
  A: 12	B: -0.1	C: -0.2	D: 4
> c1ccc(CNc2nc(Nc3cccnc3)nc3c2ncn3-c2ccccc2)cc1
  A: -3	B: -0.2	C: 0.6	D: 25
> Cc1cccc(NC(=O)CSc2nsc(SCC(=O)Nc3cccc(C)c3)n2)c1
  A: -6	B: 0.1	C: -0.8	D: -2
> CC(C)N(/C=C/C(=O)C(F)(F)F)C(C)C
  A: 7	B: 0.3	C: 0.7	D: 0
> O=C1C2CC=CCC2C(=O)N1c1ccc(N2CCN(c3ccccc3)CC2)c([N+](=O)[O-])c1 (stereo not given)
  A: 5	B: 0.1	C: 1.5	D: 1
> CCCCCCCCCCCCCC[C@@H](O)[C@@H](O)[C@@H](N)CO
  A: 18	B: 0.1	C: 4.6	D: -7
> Cc1ccc(CN2C(=O)C(C)(C)Oc3ccc(C(=O)NC4CC4)cc32)cc1
  A: 16	B: 0.0	C: -1.1	D: -10
> C=C(C)CNC(=S)Nc1c(C)n(C)n(-c2ccccc2)c1=O
  A: -4	B: -0.1	C: 0.3	D: 1
> CC(C)c1ccc(C(=O)NC(=S)Nc2cccnc2)cc1
  A: 7	B: 0.1	C: -0.2	D: -21
> Cc1ccc(S(=O)(=O)c2nnn(CC(=O)Nc3ccccc3C)c2N)cc1
  A: 3	B: 0.1	C: 0.4	D: -6
> O=C(CCCn1c(=S)[nH]c2ccccc2c1=O)NCCc1ccccc1
  A: 1	B: -0.1	C: -0.2	D: -3
> C=C(C)C(=O)N/N=C/c1ccccc1O
  A: 10	B: 0.3	C: 1.7	D: 6
> Cc1ccc(S(=O)(=O)N2CCN(CC3CC4C=CC3C4)CC2)cc1 (stereo not given)
  A: 68*	B: 0.0	C: 2.0	D: -52
> COc1cc(CNCCN(C)C)c(Br)cc1OC1CCCC1
  A: -6	B: -0.3	C: 0.6	D: -13
> COc1cc(C(=O)Nc2ccc([N+](=O)[O-])cc2C)c(Br)c(OC)c1OC
  A: 10	B: -0.1	C: 0.6	D: 7
> COc1ccc2ccccc2c1-c1csc(NC(=O)c2ccc(S(=O)(=O)N3CCCC3)cc2)n1
  A: 8	B: -0.1	C: 0.7	D: 8
> O=C(Nc1ccc(S(=O)(=O)N2CCCCC2c2cccnc2)cc1)c1ccc(Cl)c([N+](=O)[O-])c1 (stereo not given)
  A: -5	B: -0.1	C: -1.7	D: 5
> CCOC(=O)C1=C(C)N=c2s/c(=C\c3cc(OCC)c(OC)cc3Br)c(=O)n2C1c1ccc(OC)cc1 (stereo not given)
  A: 10	B: 0.0	C: -0.5	D: 12
> COC(=O)C1=C(C)Nc2ncnn2C1c1cccc(OC)c1 (stereo not given)
  A: 19	B: 0.0	C: 1.0	D: -2
> Cc1n[nH]c(C)c1NC(=O)c1cc2c(C)nn(-c3ccccc3)c2s1
  A: 5	B: -0.1	C: -0.6	D: -12
> CC(C)[C@@H](Cn1nnc2ccccc21)NC(=O)c1ccncc1
  A: 0	B: 0.1	C: 3.1	D: 0
> CC(=O)OC1(C[N+](=O)[O-])C2CC3CC(C2)CC1C3 (stereo not given)
  A: -2	B: -0.1	C: -0.5	D: -6
